MITF inh: MITF inhibitors, primary screen, biochemical, AlphaScreen, human; Microphthalmia-associated transcription factor (Homo sapiens), O75030; AlphaScreen MITF homodimerization, bead proximity signal; inhibition, % at 2.6 µM; 650,000 tested, 0.91% active; in the data active = inhibition above about 50%;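 also: 0% = vehicle wells with protein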
Target sequence (O75030 whole entry, looked up): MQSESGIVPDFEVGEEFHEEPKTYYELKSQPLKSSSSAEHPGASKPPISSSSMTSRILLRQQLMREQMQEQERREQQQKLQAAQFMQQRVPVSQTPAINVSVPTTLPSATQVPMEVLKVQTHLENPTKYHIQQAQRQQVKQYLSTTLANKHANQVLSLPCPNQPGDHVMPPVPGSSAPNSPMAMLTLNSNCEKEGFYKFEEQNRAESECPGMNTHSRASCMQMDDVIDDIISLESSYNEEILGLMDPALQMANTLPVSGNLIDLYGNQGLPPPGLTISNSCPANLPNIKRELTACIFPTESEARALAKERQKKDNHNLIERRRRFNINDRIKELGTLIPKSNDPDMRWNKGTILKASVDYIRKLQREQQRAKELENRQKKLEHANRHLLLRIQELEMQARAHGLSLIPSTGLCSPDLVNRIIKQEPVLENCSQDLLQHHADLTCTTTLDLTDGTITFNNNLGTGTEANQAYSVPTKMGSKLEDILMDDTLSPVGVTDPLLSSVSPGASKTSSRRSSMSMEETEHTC
FBW7 activator: FBW7 E3 ligase activators, primary screen, biochemical, AlphaScreen, human; F-box/WD repeat-containing protein 7 (Homo sapiens), Q969H0; AlphaScreen FBW7–phospho-cyclin E peptide binding, activator screen; normalized activity (activation), % at 26.1 µM; 650,000 tested, 0.13% active; in the data active = normalized activity above about 1.9%;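 also: purified mutant Fbw7 with reduced substrate affinity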
GPR151 ag: activators of human GPR151, primary screen, cell-based, PathHunter beta-arrestin, luminescence. G-protein coupled receptor 151 (Homo sapiens), Q8TDV0. PathHunter beta-arrestin GPR151 cells. activation, % at 11.2 µM. 650,000 tested, 1% active. AID 1508602, 2020; in the data active = activation above about 4.9%;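 also: 0% = median of compound wells and 100% = cells with positive control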
Target sequence (Q8TDV0 whole entry, looked up): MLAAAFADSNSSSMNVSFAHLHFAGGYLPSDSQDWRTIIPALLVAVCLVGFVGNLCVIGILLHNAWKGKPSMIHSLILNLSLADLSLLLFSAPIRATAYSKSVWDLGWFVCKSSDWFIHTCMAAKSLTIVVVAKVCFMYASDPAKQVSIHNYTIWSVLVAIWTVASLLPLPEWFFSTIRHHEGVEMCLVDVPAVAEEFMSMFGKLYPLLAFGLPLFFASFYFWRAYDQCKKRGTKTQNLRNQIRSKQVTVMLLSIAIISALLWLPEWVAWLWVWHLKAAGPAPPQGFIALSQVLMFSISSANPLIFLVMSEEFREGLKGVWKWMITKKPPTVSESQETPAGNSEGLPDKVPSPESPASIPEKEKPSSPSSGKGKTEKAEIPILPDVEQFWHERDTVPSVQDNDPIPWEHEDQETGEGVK
TEAD-YAP block: TEAD-YAP interaction inhibition, primary screen, TEAD-YAP interaction inhibitor project, luminescence, HEK-TIYL cells; inhibition, % at 9.12 µM; TEAD-Gal4/YAP UAS-luciferase luminescence; 640,000 tested, 1.4% active; in the data active = inhibition above about 32%;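 also: 0% = median of test compound wells and 100% = reference inhibitor wells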
Numbers without * were called inactive; x = no result given.

Order of values: MITF inh	TEAD-YAP block	FBW7 activator	GPR151 ag
- COC(=O)c1sc(S(=O)(=O)NCCCN(C)C)c(C(=O)OC)c1C
    -13	-11	0.0	0.1
- C/C(CC(=O)Nc1c(C)cc(C)cc1C)=N\NC(=O)c1ccc(O)cc1O
    -7	24	-0.2	2.4
- CCCc1cc(=O)[nH]c2nnc(SCC(=O)Nc3ccccc3)n12
    18	3	1.0	-1.7
- CCC(=O)N(Cc1ccccc1)Cc1cc2ccc(OC)cc2[nH]c1=O
    -133	-1	0.0	0.9
- CC(CCn1cccn1)NC(=O)CCc1nnc(CCc2ccccc2)o1 (centres undefined)
    15	-5	0.5	-1.5
- COc1ccc(S(=O)(=O)N2CCC(c3nc4ccc(C)cc4[nH]3)CC2)cc1
    4	21	-0.1	0.7
- Nc1nnc(SCC(=O)OCC(=O)Nc2cccc(C(F)(F)F)c2)s1
    -1	3	0.0	-0.2
- O=C(CCC(=O)Nc1nc(-c2cc3ccccc3oc2=O)cs1)NCc1ccco1
    11	-9	0.3	0.7
- Cc1ccc(N=Cc2c(C)[nH]n(-c3cccc(Cl)c3)c2=O)cc1
    -5	6	-0.1	0.4
- Cc1cc(C(=O)NCCN2CCN(C(=O)c3cccs3)CC2)c(C)o1
    -3	-2	0.0	0.8
- CC1=C(C(=O)OCC2CCCO2)C(c2ccccc2C(F)(F)F)C2=C(CC(C)(C)CC2=O)N1 (centres undefined)
    -8	-8	0.0	-0.3
- O=C(CSc1nnc(-c2cccs2)n1CC1CCCO1)N1CCc2ccccc2C1 (centres undefined)
    -9	-4	-0.1	-2.4
- CC(C)N1C(=O)C(=Nc2ccc(S(=O)(=O)N3CCOCC3)cc2)c2ccccc21
    -11	0	0.0	1.9
- COc1ccc2c(c1)c(CC(=O)Oc1ccc(-c3cc(=S)ss3)cc1)c(C)n2C(=O)c1ccc(Cl)cc1
    16	x	x	-1.8
- CC(C)(CO)C1=NOC(O)(C(F)(F)F)C1 (centres undefined)
    5	8	-0.1	-0.3
- O=C1NC(c2ccccc2)/C(=C(\O)c2ccc([N+](=O)[O-])cc2)C1=O (centres undefined)
    13	12	0.2	4.8
- CC(OC(=O)c1c2c(nc3ccccc13)CCCC2)C(=O)c1ccccc1 (centres undefined)
    8	-16	0.1	0.9
- Nn1cnnc1SCC(=O)Nc1ccc(F)cc1
    -2	3	-0.2	0.8
- CCCn1c(-c2ccc(S(=O)(=O)N3CCOCC3)cc2)csc1=Nc1ccccc1
    -10	-4	-0.2	1.9
- C=CCn1c(SCC(=O)Nc2scc(-c3ccc(OC)cc3)c2C(=O)OCC)nc2sc3c(c2c1=O)CCC3
    8	-3	0.0	-0.5

Overlap with the part before: 5 compounds; new compounds follow.
Order of values: MITF inh	TEAD-YAP block	FBW7 activator	GPR151 ag
- O=C1NC(c2ccccc2)/C(=C(\O)c2ccc([N+](=O)[O-])cc2)C1=O (centres undefined)
    13	12	0.2	4.8
- CC(OC(=O)c1c2c(nc3ccccc13)CCCC2)C(=O)c1ccccc1 (centres undefined)
    8	-16	0.1	0.9
- Nn1cnnc1SCC(=O)Nc1ccc(F)cc1
    -2	3	-0.2	0.8
- CCCn1c(-c2ccc(S(=O)(=O)N3CCOCC3)cc2)csc1=Nc1ccccc1
    -10	-4	-0.2	1.9
- C=CCn1c(SCC(=O)Nc2scc(-c3ccc(OC)cc3)c2C(=O)OCC)nc2sc3c(c2c1=O)CCC3
    8	-3	0.0	-0.5
- CCN(CC)c1ccc(C2C3=C(CC(c4ccc(F)cc4)CC3=O)Nc3ccccc3N2C(=O)CCC(=O)O)cc1 (centres undefined)
    -1	-8	0.0	1.5
- NC(=O)c1ccc(-c2nc(NCc3cccc(C(F)(F)F)c3)c3ncn(-c4ccccc4)c3n2)cc1
    -14	5	-0.1	0.5
- CCC(Sc1nc2c(c(=O)n1C)SC(C)C2)C(=O)OC (centres undefined)
    13	0	0.0	1.0
- COc1cc(/C=C2\C(=O)NC(=O)N(c3ccc(C)cc3)C2=O)c(Br)cc1O
    6	2	0.1	0.8
- CCOc1ccc2c3c(c(=O)oc2c1)CCCC3
    -1	-12	0.0	3.6
- CCOc1cc(C=O)c(Cl)cc1OCC(=O)NCCc1ccccc1
    8	1	0.0	0.8
- O=C(Nc1sc2c(c1-c1nc3ccccc3s1)CCCC2)c1ccc(S(=O)(=O)N2CCc3ccccc32)cc1
    -15	-4	-0.1	1.5
- CCOc1ccc(N2C(=O)CC(N3CCC(N4CCCCC4)CC3)C2=O)cc1 (centres undefined)
    -9	1	-0.2	0.0
- CCCCN(C)C(=O)c1sc2ncn(Cc3ccccc3Cl)c(=O)c2c1C
    7	12	0.6	-1.0
- c1ccc(CN2CCC(Nc3nc(-c4ccc(N5CCOCC5)nc4)nc4c3ncn4C3CCCCC3)CC2)cc1
    7	4	0.2	2.6
- N#C/C(=C(/O)COC(=O)/C=C/c1ccc(Br)o1)c1nc2ccccc2[nH]1
    2	3	-0.1	1.7
- CC[C@H](C)[C@@H](NC(=O)OC1C(=O)c2ccc(OC)cc2O[C@H]1c1ccc2c(c1)OCO2)C(=O)OC (some centres undefined)
    -18	x	-0.1	-2.0
- Cc1ccc(S(=O)(=O)N(C)CC(=O)Nc2ccc(Cl)cc2C(F)(F)F)cc1
    -1	2	0.0	-2.0
- O=c1cc(C(F)(F)C(F)F)oc2ccccc12
    4	12	0.1	-0.3
- CCOc1ccccc1NC(=S)Nc1ccc(CN2CCOCC2)cc1
    8	0	-0.1	-1.1
- O=C(Cc1ccccc1)Nc1ccc(NC(=O)C2CC2)nc1
    6	-2	-0.1	-0.1
- CC(=O)NCc1ccc(S(=O)(=O)NCc2ccco2)cc1
    4	-10	0.0	-0.6
- O=C1CC(C(=O)N2CCCCC2)Cc2nc(NC(=O)C3CCC3)sc21 (centres undefined)
    -9	-7	0.0	0.2
- Nc1nonc1NC(=O)N/N=C\c1ccccc1F
    -4	2	-0.1	1.7
- C=CCc1cc(OC)ccc1OCCCCN(C)C
    15	-7	-0.3	-1.5
- COCC(=O)NCC1CCC2(CCN(Cc3ccc(C(C)C)cc3)CC2)O1 (centres undefined)
    0	8	0.0	0.5
- CCCCOc1cccc(C(=O)NCCNC(=O)c2nonc2N)c1
    19	9	0.5	-1.5
- CCN(CC)C(=O)C1CCCN(c2nc(C)cc(NCCO)n2)C1 (centres undefined)
    19	-8	0.2	-1.0
- CC(C(=O)Nc1cccc(Cl)c1)N(c1ccc(Cl)cc1)S(C)(=O)=O (centres undefined)
    -4	4	-0.1	-0.2
- Nc1nnc(CC(=O)N/N=C/c2c[nH]c3ccccc23)s1
    -4	-2	-0.7	-0.3
- COc1ccc(C(=O)NNC(=O)C(=O)NCC(C)C)cc1
    -3	-21	-0.1	1.4
- COc1cc2c(cc1OC)C(c1ccccc1)NC(=O)C2 (centres undefined)
    4	-6	-0.1	-0.3
- CCOc1cc(CN2CCc3c(nc(N4CC(C)OC(C)C4)[nH]c3=O)C2)ccc1OC (centres undefined)
    7	-5	-0.2	-0.4
- O=C1CC(c2ccccc2)CC(=O)C1=CN1CCCC1 (centres undefined)
    -10	5	-0.1	-0.6
- CNC(=O)/C(C#N)=C\c1ccc(CNS(=O)(=O)c2ccc(Cl)cc2)o1
    5	5	0.9	0.4
- CC(C)(CC(=O)O)CC(=O)N1CCC2(CC1)OCc1cc(F)ccc1O2
    2	6	0.1	0.0
- COc1cc(C=O)cc(OC)c1OC(=O)c1ccc(F)cc1
    12	3	0.0	-0.6
- CC1C(=O)Nc2cc(S(C)(=O)=O)ccc2N1C(=O)c1ccc(C(F)(F)F)cc1 (centres undefined)
    0	4	0.1	0.2
- COC(=O)c1cn[nH]c1NC(=S)Nc1cc(Cl)ccc1C
    -3	-66	-0.1	0.8
- COc1ccc(CCNc2cc(N3CCN(S(=O)(=O)c4ccc(C)cc4)CC3)ccc2[N+](=O)[O-])cc1OC
    3	-3	0.7	1.1
- Cc1ccc(NC(=O)C2C3C=CC4(O3)C2C(=O)N(CCN(C)Cc2ccccc2)C4C(=O)NC2CCCCC2)cc1Cl (centres undefined)
    -15	4	-0.1	0.0
- CCOC(=O)C1=C(C)N=c2s/c(=C\c3ccc(N(C)C)cc3)c(=O)n2C1c1ccc(OC)cc1OC (centres undefined)
    -2	-5	-0.1	-0.8
- O=C(NCCO)/C(=C\c1ccc2c(c1)OCO2)NC(=O)c1ccccc1
    -3	-5	0.0	2.3
- O=C(NCc1cn(-c2ccncc2)nn1)c1cccs1
    15	-7	0.0	-1.7
- COCCNC(=O)COc1ccccc1C#N
    16	1	0.0	-1.4
- Cn1cc(I)c(C(=O)NNC(=O)NC2CCCCC2)n1
    10	-3	0.2	3.3
- O=C(COc1ccc(S(=O)(=O)N2CCCC2)cc1Cl)NC1CCCCC1
    -3	14	-0.1	1.0
- COc1ccccc1C1C(C#N)=C(N)Oc2cc(C)n(Cc3ccc4c(c3)OCO4)c(=O)c21 (centres undefined)
    23	1	0.1	0.0
- CCCCOc1ccc(N2C(=O)CC(NCc3ccc(S(N)(=O)=O)cc3)C2=O)cc1 (centres undefined)
    6	16	0.4	0.1
- COc1ccc(S(=O)(=O)NCCc2c(C)[nH]c3c(Cl)cccc23)cc1
    3	-3	-0.1	0.1
- CCc1ccc(NC(=S)N(CCCN2CCN(C)CC2)Cc2ccco2)cc1
    -1	3	-0.1	0.8
- CCC(CC)C(=O)Nc1cccc(-c2nc3ncccn3c2C)c1
    -2	-5	0.0	-0.6
- Cc1ccc(Cl)cc1NC(=O)C(C)N1C(=O)c2ccccc2S1(=O)=O (centres undefined)
    -13	-2	0.5	-2.5
- CN1CCN(C(=O)C2CCCN(S(=O)(=O)c3ccc(Br)cc3)C2)CC1 (centres undefined)
    7	1	-0.1	1.5
- CC(=O)C(C(C)=O)C(NC(=O)c1cccnc1)(C(F)(F)F)C(F)(F)F
    13	6	0.6	0.8
- O=[N+]([O-])c1cccc(C2(O)CN(c3ccccc3)C3=[N+]2CCCC3)c1 (centres undefined)
    3	9	0.1	-1.0
- C=CCNC(=O)c1cc2nc(-c3ccco3)cc(C(F)(F)F)n2n1
    14	16	0.6	1.0
- CC(=O)Nc1c(O)[nH]c2ccc(Cl)cc12
    15	-10	0.1	0.8
- COc1cccc(NC(=O)C2C3C=CC4(O3)C2C(=O)N(CC2COc3ccccc3O2)C4C(=O)NC2CCCCC2)c1 (centres undefined)
    6	11	-0.1	-0.5
- CN(CC1CCCO1)S(=O)(=O)c1ccc(C(=O)Nc2sccc2C(N)=O)cc1 (centres undefined)
    -10	-25	-0.1	-3.3
- Cc1ccc(/C=C2\N=C(c3cccc(C)c3)OC2=O)cc1
    1	-11	-0.1	-1.2
- c1ccc2c(c1)Cc1cc(CN3CCOCC3)ccc1-2
    9	-54	0.0	0.6
- CC(=O)NNC(=O)CSc1nnc2c3c4c(sc3nc(C)n12)CCCC4
    6	3	-0.1	0.1
- O=C(NCc1cccc(C(F)(F)F)c1)c1ccnc(Nc2ccncc2)c1
    -12	-18	0.1	-1.1
- COC(c1ccccc1)c1nnc(CCC(=O)N2CCN(C3CCCC3)CC2)o1 (centres undefined)
    5	-9	-0.1	0.0

(list continues)
Order of values: MITF inh	TEAD-YAP block	FBW7 activator	GPR151 ag
- N#Cc1c(C(F)(F)F)cc(-c2cccs2)nc1SCC(=O)NC1CC1
    -6	-9	-0.1	-1.1
- CCc1ccc(NC(=S)NNC(=O)c2sc(=S)n(-c3ccc(CC)cc3)c2N)cc1
    -7	-8	-0.1	-0.3
- COc1cc(CN2CCC(c3nc(-c4ccncc4)no3)C2)cc(OC)c1 (centres undefined)
    29	-1	-1.2	-1.7
- O=C(Nc1cc(Cl)cc(Cl)c1)c1cc(S(=O)(=O)NCCc2ccccc2)ccc1F
    -8	-2	-0.1	-0.9

Looked up by compound from the list above:
Order of values: MITF inh	TEAD-YAP block	FBW7 activator	GPR151 ag
- CCc1ccc(NC(=S)NNC(=O)c2sc(=S)n(-c3ccc(CC)cc3)c2N)cc1
    -7	-8	-0.1	-0.3
- O=C(Nc1cc(Cl)cc(Cl)c1)c1cc(S(=O)(=O)NCCc2ccccc2)ccc1F
    -8	-2	-0.1	-0.9
- N#Cc1c(C(F)(F)F)cc(-c2cccs2)nc1SCC(=O)NC1CC1
    -6	-9	-0.1	-1.1
